GLS inh: glutaminase GLS (human) inhibition. GLS enzymatic activity, qHTS titration. hit rate 0.21% among 410,000. O94925. Potency, µM (highest dose often 45.5 µM), without a hit: top-dose activity change, negative = inhibition, usual class: inhibitors; note: potency is the fitted concentration of half-maximal effect; % is set by controls: 0 for no effect and ±100 for the full control effect
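Glutamate formation by hKGA was monitored fluorometrically using coupled glutamate oxidase, HRP and Amplex Red. Substrate was added as 1 mM L-glutamine solution; incubation was 30 min at RT after an initial read.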
HP1b binding inh: inhibitors of HP1-beta chromodomain binding to methylated histone tails | P83916 | AlphaScreen HP1-beta / biotin-H3K9me3 peptide binding | Potency, µM (series often up to 114 µM), inactives show top-dose activity change, negative = inhibition, actives largely listed as inhibitors | hit rate 0.56% among 390,000 | AID 540317; note: potency is the fitted concentration of half-maximal effect; nearly all actives have a fitted effect of over 70% in size; inactives centre near 23
Target sequence (P83916 whole entry, looked up): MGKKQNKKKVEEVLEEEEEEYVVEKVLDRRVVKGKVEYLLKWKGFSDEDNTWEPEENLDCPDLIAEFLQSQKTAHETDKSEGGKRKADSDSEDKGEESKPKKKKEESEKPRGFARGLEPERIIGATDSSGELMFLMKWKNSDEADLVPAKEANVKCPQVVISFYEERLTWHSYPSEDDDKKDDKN
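HP1-beta protein (50 nM final) preincubated 30 min at room temperature with biotinylated H3(1-18)K9me3 peptide (50 nM) in PBS pH 7.4, 0.01% Tween-20, then compound added for 30 min. AlphaScreen streptavidin donor/nickel chelate acceptor beads (10 ug/mL final), 30 min dark, luminescence read.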
ERG-DNA inh: ERG Ets/DNA interaction inhibition | P11308 | fluorescence polarization, His-ERG Ets domain / labelled DNA | Potency, µM (titrated, usually from 76.9 µM), without a hit: top-dose FP activity, negative = inhibition, usual class: inhibitors | hit rate 0.028% among 370,000 | AID 624246; active = well fitted inhibition curve with a large enough effect in the polarisation, with a control signal flat; inconclusive = small, poorly fitted or top-dose-only effect, or effect the other way, or a change in a side signal; inactive = no such curve, though single readings can be large or run the other way; the % refers to the polarisation;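 note: polarization taken with two DNA probes labelled with fluorescein and Texas red; potency is the fitted concentration of half-maximal effect; % of control where 0% means no effect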
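His-tagged ERG Ets domain (1 uM in the protein solution; 300mM KCl, 50mM Tris-HCl, 1mM EDTA, 1mM DTT, pH 7.5) received compound, then a probe mix of 5 nM fluorescein-DNA and 100nM Texas-615-DNA. Fluorescence polarization was read for both dyes.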
RGS4 inh: blocks human RGS4-accelerated GTP hydrolysis | P49798 | Transcreener GDP fluorescence polarization, RGS4-accelerated GTP hydrolysis | Potency, µM (top dose mostly 114 µM), inactives show at the top dose activity change, negative = inhibition, actives largely listed as inhibitors | hit rate 0.039% among 390,000 | AID 504845; note: potency is the fitted concentration of half-maximal effect; % is set by controls: 0 for no effect and ±100 for the full control effect; nearly all actives have a fitted effect of over 75% in size; some results filed as inactive show a strong effect at the top dose
Target sequence (P49798 whole entry, looked up): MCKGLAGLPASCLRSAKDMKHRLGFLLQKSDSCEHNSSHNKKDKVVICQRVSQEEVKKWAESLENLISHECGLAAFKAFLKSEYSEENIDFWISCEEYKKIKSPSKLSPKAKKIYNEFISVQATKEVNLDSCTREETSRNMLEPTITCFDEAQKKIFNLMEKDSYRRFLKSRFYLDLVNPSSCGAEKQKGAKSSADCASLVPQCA
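MLSMR compounds (23 nl, pin-transferred) preincubated 10 min at room temperature with a 500nM (2x) first reagent, then RGS4 at 900nM (2x) plus Transcreener GDP mix added; fluorescence polarization (620/688 nm) read before and after 90 min at 30 °C.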
BAZ2B inh: inhibitors of human BAZ2B bromodomain; Potency, µM (top dose mostly 114 µM), inactives show at the top dose activity change, negative = inhibition, usual class: inhibitors; AlphaScreen BAZ2B-H3K14Ac peptide displacement; hit rate 4.4% among 360,000; note: potency is the fitted concentration of half-maximal effect; % is set by controls: 0 for no effect and ±100 for the full control effect; nearly all actives have a fitted effect of over 60% in size
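Protein-peptide AlphaScreen: BAZ2B 50 nM, b-H3K14Ac 50 nM, 1x PBS pH 7.4 + 0.01% Tween-20. Preincubation 30 min RT; cpd 30 min RT (top 110 uM); beads 20 min RT, light-protected.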
ALOX12 inh: blocks human arachidonate 12S-lipoxygenase; P18054; purified 12hLO, xylenol orange hydroperoxide absorbance; Potency, µM (titrated, usually from 108 µM), for the others: top-dose activity change, negative = inhibition, usual class: inhibitors; hit rate 1.1% among 580,000; AID 1671190; note: potency is the fitted concentration of half-maximal effect; % is set by controls: 0 for no effect and ±100 for the full control effect
Target sequence (P18054 whole entry, looked up): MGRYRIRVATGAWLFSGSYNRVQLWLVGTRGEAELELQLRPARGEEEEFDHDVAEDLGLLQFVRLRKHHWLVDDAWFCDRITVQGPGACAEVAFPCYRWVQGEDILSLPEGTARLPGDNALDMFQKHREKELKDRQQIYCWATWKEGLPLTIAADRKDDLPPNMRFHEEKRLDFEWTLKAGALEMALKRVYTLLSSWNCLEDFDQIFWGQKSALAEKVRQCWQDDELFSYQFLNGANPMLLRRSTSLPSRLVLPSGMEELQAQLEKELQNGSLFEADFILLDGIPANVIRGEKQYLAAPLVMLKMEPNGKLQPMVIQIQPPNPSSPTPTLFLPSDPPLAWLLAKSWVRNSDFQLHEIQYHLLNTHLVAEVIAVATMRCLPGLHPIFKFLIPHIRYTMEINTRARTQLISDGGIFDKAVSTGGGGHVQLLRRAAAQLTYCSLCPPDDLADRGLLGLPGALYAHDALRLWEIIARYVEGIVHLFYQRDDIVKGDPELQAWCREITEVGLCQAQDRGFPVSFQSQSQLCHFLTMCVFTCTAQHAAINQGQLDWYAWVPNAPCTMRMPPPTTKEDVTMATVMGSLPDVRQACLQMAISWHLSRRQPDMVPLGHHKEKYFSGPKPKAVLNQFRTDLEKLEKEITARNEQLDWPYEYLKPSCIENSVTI
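Hydroperoxide product was detected by ferrous iron/xylenol orange as the 573 to 405 nm absorbance ratio. Arachidonic acid at 40 uM (final) was turned over for 30 min at room temperature by 150 nM human 12hLO, pH 7.0 Hepes buffer, after 15 min compound preincubation.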
PI4K2A inh: inhibitors of human PI4K2A | purified PI4K2A, ADP-Glo luminescence, 1 h; stronger effect = lower value | activity change, negative = inhibition, % at 76.9 µM | hit rate 0.13% among 420,000 | AID 1346378; in the data active = activity change below about -50%; inconclusive = mostly about -30% to -49%;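 note: -100% = wells without enzyme as full effect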
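Compounds are screened against recombinant PI4K2A using PI as substrate and ATP, the latter dispensed at 300 microM. Reactions run one hour at ambient temperature before ADP-Glo detection; full inhibition defined by wells lacking enzyme.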
JMJD2A Tudor: blocks the human JMJD2A Tudor domain. Potency, µM (doses to about 114 µM), for the others: top-dose activity change, negative = inhibition, hits mostly inhibitors. hit rate 4.4% among 390,000. AlphaScreen JMJD2A-Tudor / H3K4me3 peptide binding. O75164. AID 504339; note: potency is the fitted concentration of half-maximal effect; % is set by controls: 0 for no effect and ±100 for the full control effect; nearly all actives have a fitted effect of over 50% in size
G9a block: inhibitors of human histone lysine methyltransferase G9a. Q96KQ7. G9a H3K9 monomethylation, AlphaScreen, 2 h. Potency, µM (top dose mostly 102 µM), without a hit: at the top dose activity, negative = inhibition, actives largely listed as inhibitors. hit rate 8.8% among 350,000. AID 504332; note: potency is the fitted concentration of half-maximal effect; % is set by controls: 0 for no effect and ±100 for the full control effect; nearly all actives have a fitted effect of over 75% in size
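Enzyme 20 nM + cpd, 15 min RT; add b-H3K9 pep 500 nM / SAM 20 uM; 2 h RT; anti-H3K9me1 Ab 0.5 ug/mL + SA donor / anti-rabbit acceptor beads 20 ug/mL each, 10 min; AlphaScreen read.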
* hit, by the source's call; ? = inconclusive; . = not tested or not shown; [ ] = remark or other dose. Unless noted, calls come from the whole dose curve; as a rule, active = well fitted curve in the direction sought with a large enough effect; inconclusive = small, poorly fitted or top-dose-only effect, or another doubt; inactive = no such curve, though single readings can be large; an effect the other way counts as inactive or inconclusive. Not all compounds are listed, so the mix of outcomes need not match the whole.

GLS inh	HP1b binding inh	ERG-DNA inh	RGS4 inh	BAZ2B inh	ALOX12 inh	PI4K2A inh	JMJD2A Tudor	G9a block	compound
6%	40%[activator]	2%	-15%	-35%	?	-5	-8%	-8%[59 µM]	COc1ccccc1CNC(=O)Cn1cc2c(n1)-c1c(oc(C(=O)N3CCOCC3)c1C)CC2
-1%	11%	-4%	26%	-4%	0%	-1	-18%	-20%[59 µM]	O=C(CN1CCN(S(=O)(=O)c2ccc(Br)cc2)CC1)Nc1ccc2c(c1)OCCO2
2%	49%[activator]	7%	15%	-10%	?	-3	10%	-18%	CCOc1ccccc1/C=C/c1cc(C(=O)O)c2ccccc2n1
-2%	22%	-1%	-36%	?	?	4	?	.	C/C(=N\NS(=O)(=O)c1ccc([N+](=O)[O-])cc1)c1c[nH]c2ccccc12
9%	?	-3%	?	8.9µM*	0%	-82*	?	22µM*	Cc1ccc(NC(=S)c2nc3ccccc3s2)cc1
27%	35%	7%	-5%	7%	.	0	-3%	?	CCC1=NC(c2ccc(OC)cc2)N(O)C1(C)C (stereo unspecified)
-3%	49%[activator]	-3%	6%	17%	-23%	-8	-4%	3%	CCOc1cc2[nH]c(=S)n(C(C)C)c(=O)c2cc1OCC
5%	30%[activator]	-7%	-9%	0%	0%	1	-5%	32µM*	CCOc1ccc(C(=O)CSc2nnc(N)s2)cc1
-2%	32%	-7%	-23%	20%	-21%	-4	-25%	?	c1ccc(Cn2c(-c3cncs3)nc3ccccc32)cc1
-2%	14%	-10%	26%	-2%	-1%	-9	-23%	10%[12.7 µM]	O=C(NCC1CCCN(Cc2cccc(C(F)(F)F)c2)C1)c1ccc(F)cc1 (stereo unspecified)
5%	12%	0%	-6%	-30%	14%	-1	-33%	?	Cc1ccc(OCCCC(=O)Nc2ccc(S(=O)(=O)Nc3cc(C)on3)cc2)cc1
0%	20%	-16%	-26%	5%	-2%	-1	-21%	10%	OCC[C@@H]1C[C@H](O)[C@@H](O)[C@@]2(OCc3ccccc32)O1
-7%	60%[activator]	-2%	-2%	3%	-23%	3	-5%	-6%[0.501 µM]	O=C(NCc1cccc2ccccc12)c1cccs1
42%[activator]	39%	1%	-47%	-5%	-14%	-2	-18%	-8%[12.7 µM]	O=C(O)C1C2CCC(C2)C1C(=O)Nc1nc2ccccc2s1 (stereo unspecified)
4%	48%[activator]	0%	0%	9%	?	1	2%	17%[59 µM]	COc1ccc(/C=C2\SC(=NCc3ccccc3)N(Cc3ccccc3)C2=O)cc1OC
6%	20%	-4%	22%	7%	0%	3	-11%	6%[12.7 µM]	CC(=O)Oc1ccc(-c2ccc(C(=O)O)cc2)cc1
10%	27%	1%	3%	0%	13%	-5	-6%	13%	CCCCc1nc2cc(C(=O)N(C)CCc3cn[nH]c3)ccc2o1
9%	21%	2%	-1%	-4%	-3%	-1	-12%	4%[59 µM]	O=C1CN(C(=O)c2ccc(S(=O)(=O)N3CCCC3)cc2)C(c2ccccc2)c2cc(Cl)ccc2N1 (stereo unspecified)
0%	39%[activator]	1%	20%	10%	8%	2	-10%	-30%	CCN(CC(=O)NCc1ccc(F)cc1)c1ccc(S(C)(=O)=O)cc1[N+](=O)[O-]
15%	17%	12%	-10%	-7%	21%	2	-13%	7%	CCCCCCCC(=O)N/N=C(\C)c1ccc(O)cc1O
-3%	9%	0%	-22%[56.9 µM]	-5%	8%	0	-13%[57.1 µM]	1%[12.7 µM]	COc1ccc(OC)c(NC2=NC3(CCCC3)N=C(N)N2)c1
-1%	44%	0%	-45%	4%	0%	0	-4%	-2%	O=C(c1cccc(F)c1)N1CCC(O)(c2cccnc2)CC1
-1%	22%	3%	12%	0%	-19%	-7	-10%	4%[59 µM]	CCOC(=O)c1c(-c2ccccc2)csc1NC(=O)/C(C#N)=C/c1ccc(OC)c(OC)c1
-5%	?	-2%	-15%	?	50µM*	-4	0.79µM*	.	c1ccc(CN2CCN(CCOCCOc3ccc4c(c3)CCC4)CC2)cc1
-14%	40%[activator]	4%	9%	-2%	1%	2	-8%	1%[0.0925 µM]	CC(=O)N1c2ccc(S(=O)(=O)N3CCCCC3)cc2CC1C (stereo unspecified)

Looked up by structure from the entries so far, 2 records:
GLS inh	HP1b binding inh	ERG-DNA inh	RGS4 inh	BAZ2B inh	ALOX12 inh	PI4K2A inh	JMJD2A Tudor	G9a block	compound
-2%	14%	-10%	26%	-2%	-1%	-9	-23%	10%[12.7 µM]	O=C(NCC1CCCN(Cc2cccc(C(F)(F)F)c2)C1)c1ccc(F)cc1 (stereo unspecified)
-7%	60%[activator]	-2%	-2%	3%	-23%	3	-5%	-6%[0.501 µM]	O=C(NCc1cccc2ccccc12)c1cccs1

Carrying on:
GLS inh	HP1b binding inh	ERG-DNA inh	RGS4 inh	BAZ2B inh	ALOX12 inh	PI4K2A inh	JMJD2A Tudor	G9a block	compound
-2%	46%[activator]	-12%	14%	-1%	-11%	-3	-27%	-32%	COc1ccc(/C=C2/SC(=O)N(CCC(=O)Nc3ccccc3)C2=O)cc1OC
-1%	26%	-8%	10%	-19%	19%	3	15%	9%	Nc1nnc(SCC(=O)NC2CCCC2)s1
6%	31%[57 µM]	1%	-23%	-2%	0%	0	-5%	11%[59 µM]	CCc1ccccc1NC(=O)CSc1nc2ccccc2nc1Cc1cccc(OC)c1
-10%	45µM*	8%	5%	22µM*	0%	-5	?	35µM*	Cc1ccccc1-c1nc(C#N)c(N2CCCCC2)o1
5%	-3%	5%	11%	-19%	13%	2	-16%	.	Cc1ccc(C2(c3ccc(C)cc3)CC2C(=O)NCc2cccnc2)cc1 (stereo unspecified)
14%	10%	3%	-24%	-28%	247%[activator]	-12	?	32µM*	Cc1ccc(S(=O)(=O)N2CN(Cc3ccco3)c3nc4ccccc4nc32)cc1
1%	35%	-9%	5%	-3%	-1%	-1	-3%	19%[12.7 µM]	COCCN(Cc1nc2ccccc2c(=O)[nH]1)C(=O)COc1c(C)cc(Cl)cc1C
-8%	6%	3%	20%	-16%	-25%	2	-26%	-34%[59 µM]	CC(=O)c1cccc(NC(=O)Cn2c(C)c3cnn(-c4ccccc4)c(=O)c3c2C)c1
0%	0%	-3%	2%	-26%	-15%	3	-30%	13µM*	CC(C)OC(=O)c1ccccc1C(=O)c1ccc(N)c([N+](=O)[O-])c1
1%	24%	.	-4%	3%	-4%	-2	-16%	-33%[59 µM]	COc1ccc(C(=O)COc2ccc(NC(C)=O)cc2)cc1
0%	34%	0%	9%	-16%[57.1 µM]	11%	-7	-15%	12%	COCCNC(=O)/C(C#N)=C1\N=C(NC(=O)c2cccs2)c2ccccc21
-1%	42%[activator]	-10%	10%	-6%	22%	1	-8%	24%[59 µM]	N#CCCn1cc(C(=O)N2CCCCC2)c(-c2cccc([N+](=O)[O-])c2)n1
-6%	13%	-1%	11%	-21%	349%[activator]	0	-9%	1%[12.7 µM]	O=[N+]([O-])c1ccc(-c2nc(-c3ccncc3)no2)cc1
-24%	29%	11%	-1%	50µM*	-13%	-2	?	-2%[59 µM]	COc1ccc(C)cc1NC(=O)CCn1nc(C)cc1C
14%	-9%	6%	35%	-32%	-6%	6	-22%	3.5µM*	COc1ccc(Nc2cc(C(=O)NCCCN3CCN(C)CC3)c3ccccc3n2)cc1OC
0%	-3%	16%	5%	3%	4%	0	-10%	22%[59 µM]	Cc1ccc(CNC(=O)C(c2ccccc2)c2ccccc2)cc1
-24%	40%[activator]	-9%	9%	-9%	-1%	0	19%	1%	NC1=NC(=O)C(Cc2ccc(Br)cc2)S1 (stereo unspecified)
-6%	34%	-1%	-47%	3%	-16%	0	-7%	4%[59 µM]	O=C(NCc1ccc2c(c1)CCN2C(=O)c1ccc(F)cc1)c1c(F)cccc1F
4%	64%[activator]	0%	7%[11.4 µM]	-4%	?	-1	-10%[57.1 µM]	28%[59 µM]	Cc1cccc(NC(=S)NN2CCOCC2)c1C
11%	-4%	12%	-30%	?	-28%	-12	?	7.9µM*	Cc1ccc(S(=O)(=O)N/N=C\c2ccc(Cl)c([N+](=O)[O-])c2)cc1
6%	33%	-11%	11%	.	-19%	-3	-28%	.	Cc1ccc2c(c1)P(=O)(O)c1cc(C)ccc1O2
-6%	39%[activator]	0%	-15%	-3%	-4%	2	1%	-3%	N#CC1(C#N)C(C(=O)C23CC4CC(CC(C4)C2)C3)C12CCOCC2 (stereo unspecified)
-15%	73%[activator]	5%	-27%	-3%	0%	1	2%	23%[0.501 µM]	Cc1ccc(NC(=O)C2COc3ccccc3O2)c(C)c1 (stereo unspecified)
14%	-14%	-10%	-14%	?	-8%	-6	?	30%[12.7 µM]	CC1(OC(=O)C2CCCC2)C(=O)C=C2C=C(c3ccsc3)N(C3CC3)C=C2C1=O (stereo unspecified)
4%	25%	1%	14%	.	0%	0	12%	.	O=C(O)CC1c2ccccc2CCN1S(=O)(=O)c1cccs1 (stereo unspecified)
0%	6%	-5%	2%	5%	133%[activator]	-13	-10%	-7%[59 µM]	CC(C)N1CC(O)=C(c2nc3ccccc3c(=O)[nH]2)C1=N
-5%	33%	-1%	49%	-23%	13%	-1	-3%	?	COc1cc(COCC(O)CN2CCOCC2)cc(OC)c1OC (stereo unspecified)
-3%	14%	-5%	-8%	-2%	277%[activator]	-9	-13%	11%	CC(NC(=O)C1CCCN1S(=O)(=O)c1ccccc1)c1ccccc1 (stereo unspecified)

Screening data deposited in PubChem BioAssay by National Center for Advancing Translational Sciences (NCATS).
